From PubChem
RAD52 anneal inh = RAD52 DNA annealing inhibitors, primary screen, biochemical, FRET, single point, set 2 | AID 651710, 2012 | 360,000 tested, 0.46% active | recombinant RAD52 DNA annealing, FRET fluorescence | inhibition, % at 18.7 µM;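 active = every replicate showing at least 50% inhibition; inconclusive = mean inhibition at least 50% but not in every replicate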
Target sequence (P43351 whole entry, looked up): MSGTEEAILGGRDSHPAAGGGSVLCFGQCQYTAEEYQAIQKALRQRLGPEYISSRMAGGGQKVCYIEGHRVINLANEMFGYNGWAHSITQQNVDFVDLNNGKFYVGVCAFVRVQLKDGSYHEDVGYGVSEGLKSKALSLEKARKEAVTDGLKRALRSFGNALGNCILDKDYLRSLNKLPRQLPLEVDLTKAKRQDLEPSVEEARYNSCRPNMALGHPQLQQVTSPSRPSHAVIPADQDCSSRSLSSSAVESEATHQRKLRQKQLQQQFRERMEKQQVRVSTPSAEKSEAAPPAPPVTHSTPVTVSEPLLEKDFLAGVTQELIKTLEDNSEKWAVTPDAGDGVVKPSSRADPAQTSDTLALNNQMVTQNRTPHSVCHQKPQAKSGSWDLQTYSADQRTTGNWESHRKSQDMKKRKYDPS
F508del corr = F508del CFTR correction, initial screen, CFBE line, single point | CFBE cells, YFP halide quenching; stimulated with forskolin plus potentiator P3; % fluorescence drop versus neutral controls | activity (quench increase), % at 7.58 µM | 350,000 tested, 0.36% active | AID 720511, 2013;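 active = mean added fluorescence quench of at least 8% versus neutral control, with both replicates also reaching 8%; inconclusive = only one of the mean or replicate conditions met; inactive = mean below 8% and not both replicates reaching 8%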;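 also: cells transiently co-express mutant CFTR-F508del with the halide-sensitive YFP; corrector assay measuring rescue of mutant channel to the surface after 24 h compound exposure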
RAD54 inh = inhibitors of human RAD54 branch migration, primary screen, biochemical, fluorescence, single point | DNA repair and recombination protein RAD54-like (Homo sapiens), Q92698 | RAD54 Holliday junction branch migration, FAM/BHQ fluorescence | inhibition, % at 10.4 µM | 360,000 tested, 0.14% active | AID 602329, 2012;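 active = mean normalized replicate activity at least 40 and at least half of replicates scoring 40 or more; inconclusive = only one of the two criteria met; inactive = mean below 40 and under half of replicates reaching 40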;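 also: 0% = median of neutral control wells and 100% = median of positive control wells; inhibitors cause a drop in the FAM fluorescence signal; in these data hits start at about 50%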
Casp6 inh = human caspase-6 inhibitors, primary screen, biochemical, VEID-R110 fluorescence, single point, set 2; P55212; purified caspase-6, Z-VEID-R110 cleavage fluorescence; inhibition, % at 12.5 µM; 350,000 tested, 0.53% active;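 active = mean inhibition across replicates at least about 35%, with every replicate also reaching that limit, limit read from the data; inconclusive = only one of the two criteria met; inactive = neither criterion met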;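 also: 0% = median of neutral control wells and 100% = no fluorescence left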
GSIS activator = GLuc luminescence reporter in INS-1E cells, primary screen for activators of glucose-dependent secretion of insulin | INS-1E GLuc reporter insulin secretion, 2-3 h | activation, % at 16.6 µM | 370,000 tested, 0.61% active | AID 743287, 2014;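 active = lowest replicate activation of at least 40%, so every replicate reaches that level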;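 also: 0% = median of neutral control wells and 100% = median of IBMX positive control wells; some compounds called inactive have numbers as strong as hits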
E-sel inducer = E-selectin induction in HUVECs, primary screen, imaging, HUVEC, immunofluorescence imaging, single point. 260,000 tested, 0.37% active. activation, % at 7.58 µM. AID 686992, 2013. normalized: neutral wells 0, TNF-alpha wells 100. P16581;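 active = mean E-selectin-positive cell signal at least 10% of the positive control, reached in at least 60% of replicates, without over 20% cell loss; inconclusive = no rule given, readout overlaps actives, possibly toxicity-flagged; inactive = the rest, including those meeting only one limit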;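 also: in these data hits start at about 27%; measured in HUVEC primary endothelial cells; signal is the percent of cells scored E-selectin positive by PE staining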
Target sequence (P16581 whole entry, looked up): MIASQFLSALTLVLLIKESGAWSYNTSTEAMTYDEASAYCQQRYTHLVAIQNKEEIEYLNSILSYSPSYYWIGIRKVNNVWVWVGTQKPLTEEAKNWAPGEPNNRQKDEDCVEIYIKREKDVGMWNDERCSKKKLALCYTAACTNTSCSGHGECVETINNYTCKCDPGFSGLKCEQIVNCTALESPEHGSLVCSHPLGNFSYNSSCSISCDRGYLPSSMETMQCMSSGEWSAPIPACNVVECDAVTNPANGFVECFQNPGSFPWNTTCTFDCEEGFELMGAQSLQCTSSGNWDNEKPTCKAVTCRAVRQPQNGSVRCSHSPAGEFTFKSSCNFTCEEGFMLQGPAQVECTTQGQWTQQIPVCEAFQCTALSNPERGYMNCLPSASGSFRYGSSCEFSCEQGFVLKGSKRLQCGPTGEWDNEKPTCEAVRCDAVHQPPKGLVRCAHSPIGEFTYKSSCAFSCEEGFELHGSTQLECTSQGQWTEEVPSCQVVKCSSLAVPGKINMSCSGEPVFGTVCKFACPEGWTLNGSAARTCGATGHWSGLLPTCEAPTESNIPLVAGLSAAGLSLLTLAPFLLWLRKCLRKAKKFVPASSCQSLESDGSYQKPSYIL
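Read-out: % PE-positive cells | Test system: HUVEC | Doses: One compound dose added by pin transfer | Buffer or medium: EGM-2 over gelatin coat | Signal: Immunofluorescence imaging | Benchmarks: TNF-alpha, DMSO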
XiGFP reactiv = activators of inactive X chromosome reactivation, primary screen, imaging, XiGFP fibroblasts, GFP high-content imaging, set 2 | 360,000 tested, 0.055% active | XiGFP mouse fibroblasts, % GFP-positive cells imaging, 3 d; cells co-treated with 5-aza-dC sensitizer; scaled so ellipticine positive control = 100% | activation, % at 7.58 µM;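 active = mean normalized replicate activation at least 10% and every replicate at or above 10%; inconclusive = only one of the two criteria met; inactive = mean below 10% and not all replicates reach 10%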;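 also: 0% = median of on-plate neutral control wells and 100% = ellipticine 6 µM median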
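assay system = SV40-immortalized XiGFP fibroblast cells, line 68-5-11 | buffer or medium = DMEM plus 5-aza-dC sensitizer | doses = single-point pinned compound dosing | times = 3-day compound exposure, then 15 min fixation at room temperature | benchmarks = positive control ellipticine, 6 µM final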
DENV2 CPE = inhibitors of DENV2 cytopathic effect, primary screen, cell-based, plate reader, single concentration; DENV2-infected cells, cytopathic effect rescue; CPE inhibition, % at 9.99 µM; 350,000 tested, 1.7% active; in the data active = CPE inhibition above about 20%, passing the limit was not always enough; inconclusive = no clear call, values can overlap the other calls; tested in BHK-21 cells;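 also: 0% = median of neutral control wells and 100% = median of positive control wells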
The depositor's hits bear a star; ? = inconclusive; / = not tested or not shown; & = joins results of further samples; ! = not confirmed by another sample.

Compound	RAD52 anneal inh	F508del corr	RAD54 inh	Casp6 inh	GSIS activator	E-sel inducer	XiGFP reactiv	DENV2 CPE
O=C(Nc1nccs1)[C@H]1[C@H](CO)[C@H]2Cn3c(cccc3=O)[C@H]2N1C(=O)C1CCC1	6.3	-2.6	-1.5	8.2	-4.7	-0.2	-0.1	-2.9
COc1ccc(-n2nc(C(=O)NCC(=O)N3CCC(C)CC3)c3ccccc3c2=O)cc1	4.5	-0.8	-4.7	-0.5	1.6	0.0	0.1	0.5
CN=C1SC(CC(=O)NCCc2ccc(OC)c(OC)c2)C(=O)N1C (configuration not stated)	0.2	-0.2	-4.7	8.6	/	-0.1	0.0	3.7
CN(/C(=N/S(=O)(=O)c1ccccc1)c1ccccc1)S(=O)(=O)c1ccccc1	-1.7	-1.9	-9.5	-0.9	0.4	2.0	0.2	-3.4
Cc1ccc(O)c(NC(=S)NC(=O)Cc2ccc(Cl)cc2)c1	-12.8	0.4	-6.1	-1.9	1.3	/	0.0	-2.0
Cc1cc(NC(=O)C(C)SCC(=O)O)no1 (configuration not stated)	-15.9	1.6	/	-0.4	10.1	5.0	0.3	-5.1
COc1ccc(C2NS(=O)(=O)N=C2N)cc1 (configuration not stated)	-15.3	3.2	/	0.0	5.3	0.7	-0.1	-0.1
O=C(NCCN1CCN(C(=O)c2c(F)cccc2F)CC1)C(=O)Nc1ccc(Cl)cc1	-0.1	3.2	3.2	2.6	2.7	-0.2	-0.2	-0.3

Continued:
Compound	RAD52 anneal inh	F508del corr	RAD54 inh	Casp6 inh	GSIS activator	E-sel inducer	XiGFP reactiv	DENV2 CPE
Cc1ccc(OCC(=O)NCCNC(=O)c2ccco2)cc1	9.3	-1.5	-36.8	2.6	8.4	1.0	-0.1	-3.3
Cc1cc(C)c2c(c1)OC(O)(C(F)F)CC2=O (configuration not stated)	-7.3	1.5	-6.8	3.2	11.2	/	/	-0.2
COc1ccc(CCNC(=O)CC2SC(=NCc3ccccc3)NC2=O)cc1 (configuration not stated)	-12.0	1.5	-2.8	3.7	-4.3	/	0.5	/
COc1ccc(C2(C)NC(=O)N(CC(=O)NC3CC3)C2=O)cc1 (configuration not stated)	-10.2	-3.9	0.1	-0.8	16.7	-0.2	0.2	-1.9
C[C@@H]1CN([C@H](C)CO)C(=O)Cc2cc(NC(=O)Cn3cnnn3)ccc2O[C@@H]1CN(C)Cc1ccccc1	2.1	0.5	-5.7	-1.9	26.7	1.2	0.1	7.5
O=C(Cc1ccc(S(=O)(=O)N2CCOCC2)s1)Nc1ccc(Br)c(C(F)(F)F)c1	-9.8	0.6	/	0.1	-16.8	0.0	-0.1	6.5
O=C(CCC1CCN(C(=O)c2cncs2)CC1)Nc1ccccc1	-21.7	-4.1	-10.1	-7.4	-15.6	-0.2	0.2	?
Cc1ccc(S(=O)(=O)N2C[C@H](O)COC[C@@H]3O[C@H](CC(=O)N[C@@H]4CCN(Cc5ccccc5)C4)CC[C@H]32)cc1	-5.6	-2.8	2.3	1.7	2.5	0.0	0.1	-3.4

(further entries)
Compound	RAD52 anneal inh	F508del corr	RAD54 inh	Casp6 inh	GSIS activator	E-sel inducer	XiGFP reactiv	DENV2 CPE
CC(CO)NS(=O)(=O)c1ccc(Br)cc1F (configuration not stated)	-5.9	0.5	2.7	-0.8	1.9	4.6	0.0	5.4
N#CC1(NC(=O)COC(=O)c2cc(=O)[nH]c3ccccc23)CCCCC1	-12.6	0.5	-3.9	1.1	14.9	-0.2	-0.1	4.9
O=C(C[C@H]1C=C[C@@H](NS(=O)(=O)c2ccccc2)[C@H](CO)O1)NCc1ccc(Cl)c(Cl)c1	-4.2	0.9	2.5	1.0	-8.8	0.3	0.4	-0.5
CO[C@H]1CN(C)C(=O)c2ccc(NC(=O)C3CCC3)cc2OC[C@H](C)N(Cc2cccnc2)C[C@H]1C	13.3	-4.8	3.8	2.9	-18.5	-0.1	-0.1	4.9
CCCN1CCc2c(sc(NC(=O)c3ccc(S(=O)(=O)N(C)c4ccccc4)cc3)c2C(N)=O)C1	-25.9	/	-0.6	-0.3	-4.1	/	/	/
COc1cc(C(=O)NCC2CCCO2)cc(Br)c1OCc1ccccc1 (configuration not stated)	-5.6	0.4	-3.6	1.8	-44.6	1.6	0.0	-1.9
N#Cc1ccc(/C=N/NC(=S)Nc2ccc(S(=O)(=O)N3CCOCC3)cc2)cc1	-22.7	0.5	-13.4	-2.8	13.5	-0.2	2.2	-2.9
CCOC(=O)C1CC2=C(CCCC2=O)N(Cc2ccccc2)C1=O (configuration not stated)	-3.0	-1.3	-14.3	-0.7	-5.3	/	0.4	-5.0

Overlap with the part before: two compounds; new compounds follow.
Compound	RAD52 anneal inh	F508del corr	RAD54 inh	Casp6 inh	GSIS activator	E-sel inducer	XiGFP reactiv	DENV2 CPE
N#Cc1ccc(/C=N/NC(=S)Nc2ccc(S(=O)(=O)N3CCOCC3)cc2)cc1	-22.7	0.5	-13.4	-2.8	13.5	-0.2	2.2	-2.9
CCOC(=O)C1CC2=C(CCCC2=O)N(Cc2ccccc2)C1=O (configuration not stated)	-3.0	-1.3	-14.3	-0.7	-5.3	/	0.4	-5.0
COC(=O)[C@@H]1[C@@H](CO)[C@@H]2Cn3c(ccc(-c4ccccc4)c3=O)[C@@H]2N1C(=O)CC1CC1	8.5	/	-3.6	-5.1	3.9	-0.7	0.3	18.8
C[C@@H](O)C#Cc1cnc2c(c1)C(=O)N([C@@H](C)CO)C[C@H](C)[C@@H](CN(C)C(=O)Nc1ccc(C(F)(F)F)cc1)O2	-3.2	2.3	3.5	/	-16.3	-0.4	-1.0	11.6
S=C(NCCc1ccccc1)N1CCN(C23CC4CC(CC(C4)C2)C3)CC1	-7.1	2.3	-0.4	-5.0	-40.1	-0.1	0.0	5.4
CCC(=O)N(C)C[C@H]1Oc2ncc(C#Cc3cccnc3)cc2C(=O)N([C@H](C)CO)C[C@@H]1C	11.2	-0.3	3.4	0.4	9.6	-0.3	-0.1	-11.1
CCOC(=O)N1CCN(C(=O)CS(=O)(=O)c2cn(Cc3ccccc3Cl)c3ccccc23)CC1	-1.0	-3.3	2.4	-2.3	/	/	0.0	-2.4
CO[C@H]1CN(C)C(=O)c2cc(NC(=O)Nc3cccc(Cl)c3)ccc2OC[C@H](C)NC[C@@H]1C	20.3	0.4	8.5	-0.6	-7.3&-18.2	0.2	0.0&0.1	0.8
Cc1ccc(S(=O)(=O)/N=C(/Nc2c(C)n(C)n(-c3ccccc3)c2=O)c2ccccc2)cc1	-14.2	-2.0	0.6	-0.5	-0.1	-0.5	0.0	4.1
CC1CN(S(=O)(=O)c2cccc(C(=O)NCC(c3cccs3)N3CCOCC3)c2)CC(C)O1 (configuration not stated)	-4.8	0.3	5.6	-225.0	-10.6	/	-0.2	-1.9

(further entries)
Compound	RAD52 anneal inh	F508del corr	RAD54 inh	Casp6 inh	GSIS activator	E-sel inducer	XiGFP reactiv	DENV2 CPE
COc1ccccc1CNC(=O)COC(=O)Cc1ccc(F)cc1	-1.6	-2.1	/	-2.7	14.9	-0.2	0.1	1.7
COCc1cc(C)n(CC(=O)Nc2cc(C)cc(C)c2)c(=O)c1C#N	-11.7	-2.1	-6.4	2.0	3.9	/	0.0	2.8
CCN(CCn1cccn1)C(=O)CC1C(=O)NCCN1Cc1cc(OC)cc(OC)c1 (configuration not stated)	-14.0	1.5	/	0.5	2.8	/	0.2	-11.2
NC(=O)c1c(NC(=O)COC(=O)c2ccc(O)c(Cl)c2)sc2c1CCCC2	-23.2	2.4	5.2	0.9	3.1	0.2	0.0	-5.7
COCC#Cc1cnc2c(c1)C(=O)N([C@H](C)CO)C[C@@H](C)[C@@H](CN(C)C(=O)C1CCC1)O2	10.5	0.1	-5.7	1.8	11.8	-0.2	-0.6	6.6
COc1ccc(-c2ccc3c(c2)O[C@@H](CN(C)C)[C@@H](C)CN([C@H](C)CO)S3(=O)=O)cc1	11.0	-1.7	2.2	0.2	-5.2	/	0.1	0.8
Cc1cccc(C)c1NC(=O)CN(C1CCCCC1)S(C)(=O)=O	-11.6	0.5	3.7	3.3	5.3	/	0.0	-2.8
Fc1ccc(CSc2ncnc3c2ncn3C2CCCCO2)cc1 (configuration not stated)	-9.6	-2.8	/	0.2	-10.1	-0.1	0.1	6.2

More compounds
Compound	RAD52 anneal inh	F508del corr	RAD54 inh	Casp6 inh	GSIS activator	E-sel inducer	XiGFP reactiv	DENV2 CPE
CC(=O)Nc1cccc(-c2ccnc3c2CC(C)(C(=O)NCc2cccc(Cl)c2)O3)c1 (configuration not stated)	1.8	0.2	-2.3	0.9	-6.2	0.2	0.1	2.3
CC(C)Cc1nc2ccc(N)cc2[nH]1	4.4	-2.7	13.5	-4.7	-5.6	/	0.0	/
CCOc1cc(C)c(C(C)C)cc1S(=O)(=O)n1cnc(C)c1	-76.2	0.8	/	-0.6	-2.3	/	0.0	-1.0
C[C@@H]1CN([C@@H](C)CO)C(=O)c2cc(C3=CCCCC3)cnc2O[C@H]1CN(C)C(=O)Nc1cccc(F)c1	-2.1&40.9&28.8	4.3&0.4&0.4	-0.5&-9.8&-10.6	1.8&2.0&0.6	-14.4&-21.5	0.1&-0.2	0.1&-0.1	29.7*!
COc1ccc(CN(C)C[C@H]2Oc3ccc(NS(C)(=O)=O)cc3CC(=O)N([C@H](C)CO)C[C@H]2C)cc1	15.6	-2.0	-0.3	1.0	15.3	/	0.5	-7.5
CNC(=O)C[C@H]1CC[C@@H]2[C@H](COC[C@@H](O)CN2Cc2ccccc2F)O1	-5.5	-0.9	-5.1	-1.4	28.8	0.1	0.2	-0.4
CC(=O)c1sc(NC(=O)Cc2c(F)cccc2Cl)nc1C	-23.5	0.6	/	0.7	-7.4	/	-0.1	-0.7
CCOc1ccc(CN2CCN(Cc3nc(C(C)C)cs3)CC2CCO)cc1 (configuration not stated)	-1.2	/	/	-0.2	-23.9	/	0.0	0.7
CC(=O)Nc1ccc(C(=O)OCc2ccc(F)cc2)cc1	-5.5	/	/	0.1	-6.8	/	0.0	6.0
COCC#Cc1cnc2c(c1)C(=O)N([C@H](C)CO)C[C@H](C)[C@@H](CN(C)C(=O)Cc1ccccc1)O2	-4.5	-0.7	5.2	-1.7	18.3	/	0.4	-8.3

An unsorted share of the library; 3.7% or so of the library scored in one or more.
